TLR9-MyD88 block – blocks human TLR9 binding to MyD88; Q9NR96+Q99836; inhibition, % at 4.98 µM; 340,000 tested, 0.21% active; CHO BLA complementation TLR9-MyD88, CCF4 FRET ratio; AID 504734;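 active = inhibition above the mean over all tested compounds plus 3 SD, cut at about 21% in these data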;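 note: 0% = DMSO only wells and 100% = clavulanate BLA inhibitor control wells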
aDG glyco up – increases alpha dystroglycan glycosylation. Pro5-aDG cells, alpha-DG glycosylation AlphaScreen (IIH6); 0% Pro5, 100% B10-LARGE cell signal. activation, % at 10 µM. 360,000 tested, 0.22% active. AID 624168;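 active = activation of at least 8% versus controls, or a plate z-score of at least 8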;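 note: Pro5 are CHO cells carrying HIG-tagged alpha-DG that lacks glycosylation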
Granule exo inh – lytic granule exocytosis inhibition. TALL-104 LAMP-1 surface exposure, flow cytometry; cells stimulated with thapsigargin and PMA. inhibition, % at 10 µM. 360,000 tested, 0.66% active;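 active = inhibition above about 55%, limit read from the data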
N-glyco inh – N-linked glycosylation inhibition; D54 ERlucT glycosylation luciferase reporter, 24 h; percent of 100 nM tunicamycin response; reporter increase, % at 12.5 µM; 360,000 tested, 0.23% active; AID 588692;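 active = mean luciferase reporter signal, scaled so untreated is 0 and the glycosylation-blocking control 100, at or above a set limit in every replicate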;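 note: luciferase carries N-glycosylation sites so blocking glycosylation raises the light; 0% = median of neutral control wells and 100% = median of 100 nM tunicamycin wells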
MC4R antagonist – antagonists of human melanocortin 4 receptor (MC4R); inhibition, % at 6.5 µM; 360,000 tested, 0.48% active; MC4R-expressing cells, MTII-stimulated cAMP, LANCE TR-FRET;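 active = inhibition above its plate's cutoff, the mean of tested wells on that plate plus 3 SD, cut at about 29% in these data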;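 note: 0% = Melanotan II alone and 100% = Melanotan II plus saturating MCL0020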
Target sequence (P32245 whole entry, looked up): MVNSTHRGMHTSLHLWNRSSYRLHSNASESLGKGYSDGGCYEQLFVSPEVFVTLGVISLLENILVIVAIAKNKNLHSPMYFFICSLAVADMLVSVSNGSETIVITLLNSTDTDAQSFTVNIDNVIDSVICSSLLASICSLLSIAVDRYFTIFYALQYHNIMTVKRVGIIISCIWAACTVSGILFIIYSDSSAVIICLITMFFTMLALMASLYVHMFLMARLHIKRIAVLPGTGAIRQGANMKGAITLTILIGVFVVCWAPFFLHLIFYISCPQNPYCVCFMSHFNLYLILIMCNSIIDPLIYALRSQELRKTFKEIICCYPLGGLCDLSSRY
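Material: human MC4R-expressing U2OS cells. Probe or stimulus: Melanotan II challenge. Dosing: 6.5 µM single dose. Times: 30-min compound, 1-h challenge, 1-h detection, room temperature. Technique: TR-FRET with Eu-cAMP and labeled anti-cAMP, 671 nm. Replication: singlicate.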
ABHD5-PLIN5 inh – blocks binding of human ABHD5 to perilipin-5; Q00G26+Q8WTS1; Split G. princeps luciferase complementation, luminescence, 4 h; inhibition, % at 4 µM; 360,000 tested, 0.78% active; AID 602281;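 active = inhibition above the mean inhibition across every tested compound plus 3 SD, cut at about 22% in these data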;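 note: 0% = DMSO only wells and the 100% control is not disclosed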
NOD2-RIPK2 inh – blocks binding of human NOD2 to RIPK2 | CHO BLA complementation NOD2-RIPK2, CCF4 ratio | inhibition, % at 4.98 µM | 360,000 tested, 0.38% active | AID 624267; in the data active = inhibition above about 21%;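 note: 0% = vehicle only and 100% = reference blocker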
Vif inh – inhibitors of HIV Vif; AID 602346; 340,000 tested, 0.35% active; inhibition, % at 7.49 µM; HEK293T cells, Vif self-association by quenched fluorescence, imaging, 24 h; in the data active = inhibition above about 50%, passing the limit was not always enough; note: some results filed as inactive read as strong as hits
ABCB6 inh 2 – inhibitors of human ABC transporter ABCB6; Q9NP58; K562-ABCB6 porphyrin accumulation, flow cytometry, 1 h; hits give low values; fluorescence ratio to DMSO, % at 10 µM; 360,000 tested, 0.19% active; AID 602162;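 active = fluorescence ratio to DMSO below 75%, the collection mean minus 3 SD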;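 note: signal is porphyrin accumulated inside mitochondria; 100% equals median channel fluorescence of DMSO control wells; lower ratio means ABCB6 inhibition with less porphyrin fluorescence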
MC4R barr agon – activates human MC4R beta-arrestin recruitment | P32245 | U2OS MC4R beta-arrestin complementation, luminescence; percent of melanotan II response, DMSO zero | activation, % at 8.9 µM | 360,000 tested, 0.98% active;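 active = activation above a per-plate cutoff, the mean activation of sample wells on that plate plus 3 SD, cut at about 8% in these data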
Numbers without * were called inactive; . = no result given. This is a subset. The share of hits here may be higher or lower than overall.

1: COc1cccc(CN2CC(C(=O)NCCCn3ccnc3C)CCC2=O)c1 (stereo unspecified)
2: COc1ccc(-c2cc(C(=O)NCC(c3ccco3)N(C)C)c3ccccc3n2)cc1OC (stereo unspecified)
3: O=C(O)C1(S(=O)(=O)c2ccc(Cl)cc2)CCC1
4: CCc1ccc(C2=NN(C(=O)CCC(=O)O)C(c3cccs3)C2)cc1 (stereo unspecified)
5: O=C(O)CNS(=O)(=O)c1cccc2nsnc12

| compound no. | 1 | 2 | 3 | 4 | 5 |
| --- | --- | --- | --- | --- | --- |
| TLR9-MyD88 block | 10 | -11 | -4 | 0 | 1 |
| aDG glyco up | -0.1 | 0.0 | 0.0 | 0.0 | -0.1 |
| Granule exo inh | -1 | -4 | -9 | 0 | -3 |
| N-glyco inh | 2 | 6 | 1 | 4 | 3 |
| MC4R antagonist | -1 | -2 | 5 | -2 | 3 |
| ABHD5-PLIN5 inh | 2 | 11 | -13 | 2 | 8 |
| NOD2-RIPK2 inh | 4 | 3 | -5 | -8 | -1 |
| Vif inh | 5 | 3 | 9 | -3 | -5 |
| ABCB6 inh 2 | 101 | 99 | 91 | 100 | 97 |
| MC4R barr agon | -1.2 | -0.2 | -0.9 | -0.6 | -2.6 |

6: COc1cc(OC)cc(-c2c(-c3cccs3)c3cc(-c4ccc5c(c4)OCCO5)ccc3n2C)c1
7: Cc1ccnc2nc(C(=O)NCc3ccccc3)nn12
8: Cn1c(=O)oc2cc(S(=O)(=O)NCCc3ccccc3)ccc21
9: CNS(=O)(=O)c1cc(OC)c(OC)cc1CC(=O)OC
10: Cc1csc(NC(=O)CSC2=NS(=O)(=O)c3cc(F)ccc3N2)n1

| compound no. | 6 | 7 | 8 | 9 | 10 |
| --- | --- | --- | --- | --- | --- |
| TLR9-MyD88 block | -1 | 1 | 11 | 4 | -7 |
| aDG glyco up | -0.3 | 0.0 | 0.0 | 0.0 | 1.3 |
| Granule exo inh | -7 | -1 | 0 | -1 | 20 |
| N-glyco inh | 1 | 1 | 1 | 0 | 1 |
| MC4R antagonist | 13 | 10 | 1 | 3 | 9 |
| ABHD5-PLIN5 inh | -10 | 2 | -1 | 10 | -4 |
| NOD2-RIPK2 inh | 3 | -10 | -8 | -11 | -6 |
| Vif inh | -2 | -3 | . | 2 | 1 |
| ABCB6 inh 2 | 93 | 97 | 103 | 102 | 100 |
| MC4R barr agon | 1.3 | -1.8 | -1.1 | -2.7 | 0.1 |

One compound at a time (already shown). Order of values: TLR9-MyD88 block | aDG glyco up | Granule exo inh | N-glyco inh | MC4R antagonist | ABHD5-PLIN5 inh | NOD2-RIPK2 inh | Vif inh | ABCB6 inh 2 | MC4R barr agon
Shown for CNS(=O)(=O)c1cc(OC)c(OC)cc1CC(=O)OC = 4 | 0.0 | -1 | 0 | 3 | 10 | -11 | 2 | 102 | -2.7
Shown for COc1cc(OC)cc(-c2c(-c3cccs3)c3cc(-c4ccc5c(c4)OCCO5)ccc3n2C)c1 = -1 | -0.3 | -7 | 1 | 13 | -10 | 3 | -2 | 93 | 1.3

New compounds follow.
11: CC1CCCCN1C(=O)/C(=C\c1ccccc1)c1ccccc1 (stereo unspecified)
12: O=C(N/C(=C\c1ccc(Br)cc1)c1nc2ccccc2[nH]1)c1ccco1
13: CCOc1ccc(NC(=O)N2CCC(C(N)=O)(N3CCCCC3)CC2)cc1
14: CN(C(=O)CSc1n[nH]c(=O)[nH]c1=O)c1ccccc1
15: COC(=O)COc1cccc(NC(=O)c2cccc(C)c2)c1

| compound no. | 11 | 12 | 13 | 14 | 15 |
| --- | --- | --- | --- | --- | --- |
| TLR9-MyD88 block | -2 | 1 | 0 | -9 | 0 |
| aDG glyco up | 0.1 | 0.4 | 0.1 | -0.1 | -0.1 |
| Granule exo inh | 6 | -2 | 2 | 2 | -1 |
| N-glyco inh | -2 | 1 | -1 | 2 | 2 |
| MC4R antagonist | -2 | 3 | 10 | 5 | 9 |
| ABHD5-PLIN5 inh | -3 | 3 | 2 | 6 | -2 |
| NOD2-RIPK2 inh | 3 | -3 | -12 | 0 | -5 |
| Vif inh | -13 | . | 13 | 9 | -4 |
| ABCB6 inh 2 | 97 | 92 | 96 | 90 | 97 |
| MC4R barr agon | -0.4 | -0.9 | -1.2 | 2.0 | -2.0 |

16: CCSc1c(-c2ccccc2)nc2c(C)cccc2c1C(=O)O
17: Cc1cccc(Nc2nc(-c3ccc(F)cc3)cs2)n1
18: O=C1/C(=C/c2ccncc2)SC(=S)N1N1CCOCC1
19: COc1ccccc1CCN1CCCC(CN(C)C(=O)CCC(=O)N(C)C)C1 (stereo unspecified)
20: COc1ccc(OCCCC(=O)NCc2ccco2)cc1
21: O=C(O)c1ccccc1/C=N/Nc1ccc(S(=O)(=O)N2CCOCC2)cc1[N+](=O)[O-]
22: Cn1cc(CN2CCC[C@H]2CO)c(-c2cccc(Cl)c2)n1
23: Cc1[nH]cnc1C(=O)N/N=C/c1ccc([N+](=O)[O-])s1

| compound no. | 16 | 17 | 18 | 19 | 20 | 21 | 22 | 23 |
| --- | --- | --- | --- | --- | --- | --- | --- | --- |
| TLR9-MyD88 block | -3 | 9 | -1 | 6 | -3 | -11 | -8 | 0 |
| aDG glyco up | -0.5 | 0.0 | -0.1 | -0.1 | 0.0 | -0.2 | -0.1 | 2.4 |
| Granule exo inh | 0 | -2 | 5 | -1 | -2 | 9 | -2 | 2 |
| N-glyco inh | 1 | -9 | 1 | 2 | -2 | 1 | 1 | 8 |
| MC4R antagonist | 1 | 6 | 12 | 1 | 3 | 8 | -3 | -36 |
| ABHD5-PLIN5 inh | -12 | -10 | 0 | 2 | -6 | -5 | 1 | -7 |
| NOD2-RIPK2 inh | -13 | -2 | -2 | -8 | 7 | 0 | 5 | -1 |
| Vif inh | 11 | -5 | 1 | 6 | -3 | -3 | -1 | -5 |
| ABCB6 inh 2 | 96 | 98 | 96 | 96 | 100 | 97 | 98 | 106 |
| MC4R barr agon | -0.7 | 1.8 | -1.4 | -0.3 | -2.3 | 0.8 | -1.4 | 0.3 |

Entries shown so far with an aryl methoxy group (six):
1: COc1cccc(CN2CC(C(=O)NCCCn3ccnc3C)CCC2=O)c1 (stereo unspecified)
2: COc1ccc(-c2cc(C(=O)NCC(c3ccco3)N(C)C)c3ccccc3n2)cc1OC (stereo unspecified)
6: COc1cc(OC)cc(-c2c(-c3cccs3)c3cc(-c4ccc5c(c4)OCCO5)ccc3n2C)c1
9: CNS(=O)(=O)c1cc(OC)c(OC)cc1CC(=O)OC
19: COc1ccccc1CCN1CCCC(CN(C)C(=O)CCC(=O)N(C)C)C1 (stereo unspecified)
20: COc1ccc(OCCCC(=O)NCc2ccco2)cc1

| compound no. | 1 | 2 | 6 | 9 | 19 | 20 |
| --- | --- | --- | --- | --- | --- | --- |
| TLR9-MyD88 block | 10 | -11 | -1 | 4 | 6 | -3 |
| aDG glyco up | -0.1 | 0.0 | -0.3 | 0.0 | -0.1 | 0.0 |
| Granule exo inh | -1 | -4 | -7 | -1 | -1 | -2 |
| N-glyco inh | 2 | 6 | 1 | 0 | 2 | -2 |
| MC4R antagonist | -1 | -2 | 13 | 3 | 1 | 3 |
| ABHD5-PLIN5 inh | 2 | 11 | -10 | 10 | 2 | -6 |
| NOD2-RIPK2 inh | 4 | 3 | 3 | -11 | -8 | 7 |
| Vif inh | 5 | 3 | -2 | 2 | 6 | -3 |
| ABCB6 inh 2 | 101 | 99 | 93 | 102 | 96 | 100 |
| MC4R barr agon | -1.2 | -0.2 | 1.3 | -2.7 | -0.3 | -2.3 |

Source: PubChem BioAssay (several laboratories)
